# High-throughput results from PubChem.
# IDE cell activ = IDE (human) activation, cell-based; P14735; HEK cells, FAbeta-B cleavage, fluorescence polarization; 0% vehicle, 100% cell-free pure enzyme wells; activation, % at 5.96 µM; actives 0.073% (n = 340,000);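 active means activation above the mean of all tested compounds plus 3 SD, set per screening campaign, cut at about 17% in these data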
# MEKK2mut PB1 HTS = signal of MEK5 binding to mutant human MEKK2 PB1 domain | bead flow cytometry, Alexa488-MEK5 binding to MEKK2 mutant | percent response, % at 10 µM | actives 0.35% (n = 290,000); in the data active means percent response above about 24%, passing the limit was not always enough; further: inactives centre near 1; some results filed as inactive read as strong as hits; reference of the scale not given here
# SUMO HTRF inh = blocks human SUMOylation mediated by UBC9; inhibition, % at 35 µM; P63279; HTRF SUMOylation assay, SAE1/SAE2 + UBC9, in vitro; actives 0.36% (n = 290,000); AID 2006; in the data active means inhibition above about 50%, passing the limit was not always enough; further: strong numbers were not always called active
# IDE cell inh = inhibitors of human insulin-degrading enzyme in cells | P14735 | HEK cells, FAbetaB cleavage, fluorescence polarization | inhibition, % at 5.59 µM | actives 0.41% (n = 320,000) | AID 434962;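 active means percent inhibition above the average of all tested compounds plus 3 SD, set per screening campaign, cut at about 16% in these data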;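 further: IDE supplied by intact live HEK cells; FP after avidin binding of uncleaved biotin substrate so inhibition keeps polarization high; 0% = DMSO wells and 100% = 60 µM reference IDE inhibitor Ii1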
# PfM18AAP inh = blocks P. falciparum M18 aspartyl aminopeptidase; recombinant PfM18AAP, H-Glu-NHMec fluorogenic cleavage; inhibition, % at 7.35 µM; actives 1.2% (n = 290,000); AID 1822;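 active means inhibition above the campaign mean inhibition over all tested compounds plus 3 SD, cut at about 28% in these data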;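 further: 0% = plate median of test compound wells and 100% = 2 mM ZnCl2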
# MEKK3 PB1 HTS = MEKK3-MEK5 PB1 interaction, increase or decrease; bead-based flow cytometry, Alexa488-MEK5 binding to MEKK3; actives lie on both sides; 0 = blocked by unlabeled MEK5, 100 = vehicle; binding response (% of control), % at 10 µM; actives 1.4% (n = 290,000); AID 1529;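 active means binding response more than 3 SD above or below the average of its plate-row segment, actives on both sides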;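 further: Alexa488 bead fluorescence after subtracting the streptavidin-only scavenger bead signal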
# p-CIP stab down = p/CIP protein destabilization. Q05BA5. actives 0.01% (n = 290,000). F442A p/CIP-EGFP cells, EGFP fluorescence, 16 h. decrease of EGFP signal, % at 10 µM;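 active means EGFP signal decrease of at least 30% at 10 µM or well 3 SD below plate mean, unless failing retest; inactive means the rest, including hits failing retest or dose response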; further: some compounds called inactive have numbers as strong as hits; many of its hits are not listed in these tables
# NALP1 yeast inh = NALP1 inhibition; inhibition, % at 10 µM; actives 0.61% (n = 280,000); S. cerevisiae NALP1/ASC/caspase-1 growth, X-gal OD620, 72 h; AID 2071; in the data active means inhibition mostly above about 24%, no sharp cut-off; inactive means mostly below about 32%; further: some compounds called inactive have numbers as strong as hits
# MEKK2wt PB1 HTS = raises or lowers MEK5 binding to wildtype human MEKK2 PB1 domain; binding response (% of control), % at 10 µM; actives 1.1% (n = 290,000); bead flow cytometry, Alexa488-MEK5 binding to MEKK2 WT; actives lie on both sides; Q9Y2U5; AID 1531; in the data active means binding response below about 67% or above about 130%
# * marks the source's active call; other numbers are inactive results. A portion of the library; rates above refer to the full screens.
1: COc1cc(C(=O)NCc2ccc(-c3nc4ccccc4o3)cc2)cc(OC)c1OC
2: CCOC(=O)C1(CCCc2ccccc2)CCN(C(=O)CN2C(=O)CSC2=O)CC1
3: CC(=O)c1ccc(N2CCN(C(=O)C3CCN(S(=O)(=O)Cc4ccccc4)CC3)CC2)cc1
4: O=C(NCc1ccccn1)c1ccc([N+](=O)[O-])cc1
5: COc1ccc(Nc2cc(=O)oc3ccccc23)cc1
6: Cc1cc(NC(=O)[C@H](C)NC(=O)c2ccco2)ccc1Br
7: CC(O)C(C(=O)OCc1ccc([N+](=O)[O-])cc1)N1C(=O)c2ccccc2C1=O (stereo unspecified)
8: CCn1c(=O)c(-c2ccccc2)c(O)c2ccccc21

entry no.,1,2,3,4,5,6,7,8
p-CIP stab down,5,1,0,-22,8,-7,0,-6
MEKK2mut PB1 HTS,0,-2,2,-3,9,1,-1,-2
MEKK3 PB1 HTS,100,103,96,92,105,99,98,96
PfM18AAP inh,-2,2,8,-6,0,-12,1,-14
NALP1 yeast inh,11,2,29,30,-1,-12,28,-28
SUMO HTRF inh,19,-4,14,-15,22,12,22,11
MEKK2wt PB1 HTS,100,99,97,98,107,104,100,99
IDE cell activ,-3,3,-6,-1,9,2,-3,-2
IDE cell inh,7,0,3,2,-1,-7,2,-1

9: CCCCCOC(=O)C1=C(C)Nc2nnnn2C1c1ccc(OC)c(OC)c1OC (stereo unspecified)
10: COC(=O)CN(C(=O)CSc1nnc(-c2cccc(OC)c2)o1)c1ccc(OC)cc1
11: CCCCCCC(=O)NCC(=O)OCC(=O)c1ccccc1
12: O=C1N(CCCN2C(=O)C3(OCCO3)c3ccccc32)c2ccccc2C12OCCO2
13: CCN1CC2CCCC3(C1)C(=O)NC1(CCCCC1)N=C23 (stereo unspecified)
14: CCOC(=O)C1(Cc2ccccc2)CCN(Cc2cnc(N3CCOCC3)s2)CC1
15: CCn1c(=O)c2ccccc2n(Cc2ccc([N+](=O)[O-])cc2)c1=O
16: CC(C)(C)c1ccc(/C=C/C(=O)NC2CCS(=O)(=O)C2)cc1 (stereo unspecified)

entry no.,9,10,11,12,13,14,15,16
p-CIP stab down,-19,4,-1,2,-7,-3,6,12
MEKK2mut PB1 HTS,0,6,21,1,-1,0,-3,5
MEKK3 PB1 HTS,92,99,110,102,99,100,97,102
PfM18AAP inh,0,0,-9,4,-8,-9,2,1
NALP1 yeast inh,12,25,0,0,18,3,14,2
SUMO HTRF inh,18,4,25,24,21,7,-15,13
MEKK2wt PB1 HTS,94,102,111,95,101,104,98,106
IDE cell activ,-1,0,0,5,6,5,4,6
IDE cell inh,-4,3,2,4,-1,5,5,6

17: O=C1COc2ccc(S(=O)(=O)NCc3ccc(Cl)cc3)cc2N1
18: CCc1cccc(C)c1NC(=S)N(CCN(C)C)C(C)c1cccnc1 (stereo unspecified)
19: O=C(Nc1cccc(Cl)c1)c1cc([N+](=O)[O-])ccc1N1CCN(CCO)CC1
20: CCCCNC(=O)COC(=O)c1ccc(NS(=O)(=O)c2ccc3c(c2)OCCO3)cc1
21: O=C(NCC1CCCO1)c1cccc(S(=O)(=O)N2CCOCC2)c1 (stereo unspecified)
22: CC(=O)Nc1ccc(N2CCC(C)CC2)c([N+](=O)[O-])c1
23: COc1ccc(C)cc1NC(=O)c1nnn(Cc2cc(C)ccc2C)c1N
24: COCCCNS(=O)(=O)c1ccc(S(=O)(=O)N2CCCC2)cc1

entry no.,17,18,19,20,21,22,23,24
p-CIP stab down,1,-4,-2,-2,-10,-1,-25,-13
MEKK2mut PB1 HTS,0,-5,1,-1,3,5,12,9
MEKK3 PB1 HTS,101,99,100,101,102,107,113,105
PfM18AAP inh,-11,-9,2,2,-9,4,-9,6
NALP1 yeast inh,-9,-1,-6,17,14,13,-16,38*
SUMO HTRF inh,-3,18,6,-5,8,5,-34,-5
MEKK2wt PB1 HTS,102,97,102,97,103,106,127,108
IDE cell activ,6,-4,-3,8,-4,0,-1,1
IDE cell inh,5,1,-3,-4,-1,4,0,6
